rTrxR1 inhibitor – rat TrxR1 inhibition | Potency, µM (titrated, usually from 114 µM), for inactives: top-dose activity change, negative = inhibition, most hits filed as inhibitors | recombinant rTrxR1, NADPH fluorescence consumption, selenite substrate | AID 588453 | 390,000 compounds, 1% hits | O89049; note: % is set by controls: 0 for no effect and ±100 for the full control effect; nearly all actives have a fitted effect of over 65% in size
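Rat TrxR1 (90 nM in the dispensed reagent) was pre-reduced with 400 uM NADPH for 5 min at room temperature, then incubated with compound for 15 min. After 400 uM selenite was added, NADPH fluorescence (Ex 340/Em 450 nm) was followed for 8 min.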
ERG Ets-DNA blk – inhibitors of human ERG Ets domain-DNA interaction; 370,000 compounds, 0.028% hits; Potency, µM (series often up to 76.9 µM), inactives show top-dose FP activity, negative = inhibition, hits mostly inhibitors; AID 624246; fluorescence polarization, His-ERG Ets domain / labelled DNA; P11308; active = well fitted inhibition curve with a large enough effect in the polarisation, with a control signal flat; inconclusive = small, poorly fitted or top-dose-only effect, or effect the other way, or a change in a side signal; inactive = no such curve, though single readings can be large or run the other way; the % refers to the polarisation;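 note: polarization taken with two DNA probes labelled with fluorescein and Texas red; % of control where 0% means no effect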
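His-tagged ERG Ets domain (1 uM in the protein solution; 300mM KCl, 50mM Tris-HCl, 1mM EDTA, 1mM DTT, pH 7.5) received compound, then a probe mix of 5 nM fluorescein-DNA and 100nM Texas-615-DNA. Fluorescence polarization was read for both dyes.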
GLS inh – inhibitors of human glutaminase (GLS); Potency, µM (doses to about 45.5 µM), inactives show at the top dose activity change, negative = inhibition, hits mostly inhibitors; GLS enzymatic activity, qHTS titration; 410,000 compounds, 0.21% hits; O94925; note: % is set by controls: 0 for no effect and ±100 for the full control effect
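Compounds were pin-transferred onto hKGA, after which L-glutamine (1 mM solution) and a detection mix of glutamate oxidase, HRP and Amplex Red were added. Initial and 30 min RT fluorescence reads were collected.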
JMJD2A Tudor inh – JMJD2A Tudor domain (human) inhibition. Potency, µM (doses to about 114 µM), without a hit: top-dose activity change, negative = inhibition, hits mostly inhibitors. AlphaScreen JMJD2A-Tudor / H3K4me3 peptide binding. 390,000 compounds, 4.4% hits. O75164; note: % is set by controls: 0 for no effect and ±100 for the full control effect; nearly all actives have a fitted effect of over 50% in size
RGS4 inh – human RGS4 inhibition; P49798; Transcreener GDP fluorescence polarization, RGS4-accelerated GTP hydrolysis; Potency, µM (titrated, usually from 114 µM), for the others: at the top dose activity change, negative = inhibition, hits mostly inhibitors; 390,000 compounds, 0.039% hits; note: % is set by controls: 0 for no effect and ±100 for the full control effect; nearly all actives have a fitted effect of over 75% in size; some results filed as inactive show a strong effect at the top dose
Target sequence (P49798 whole entry, looked up): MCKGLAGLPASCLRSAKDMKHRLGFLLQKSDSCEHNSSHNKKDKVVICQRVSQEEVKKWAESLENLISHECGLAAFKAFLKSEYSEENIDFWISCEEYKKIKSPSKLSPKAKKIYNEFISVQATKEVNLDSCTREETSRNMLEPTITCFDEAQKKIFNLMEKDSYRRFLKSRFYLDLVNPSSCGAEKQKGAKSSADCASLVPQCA
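MLSMR compounds (23 nl, pin-transferred) preincubated 10 min at room temperature with a 500nM (2x) first reagent, then RGS4 at 900nM (2x) plus Transcreener GDP mix added; fluorescence polarization (620/688 nm) read before and after 90 min at 30 °C.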
Tb PGK inh – blocks T. brucei phosphoglycerate kinase; P07378; PGK/GAPDH coupled, Kinase-Glo luminescence, 60 min; Potency, µM (series often up to 57.5 µM), for the others: at the highest dose activity change, negative = inhibition, hits mostly inhibitors; 380,000 compounds, 0.043% hits; AID 602233; note: % is set by controls: 0 for no effect and ±100 for the full control effect; nearly all actives have a fitted effect of over 60% in size
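Luminescent ATP detection (Kinase-Glo Plus) follows a 60-minute room-temperature incubation, with wells lacking PGK as controls. Buffer: 100 mM TEA (pH 7.6), 5 mM MgCl2, 0.01% Tween-20. Coupling enzyme GAPDH (100 nM final) supplies unstable 1,3-BPG in-well.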
ALOX12 inh – inhibitors of human 12S-lipoxygenase ALOX12; P18054; purified 12hLO, xylenol orange hydroperoxide absorbance; Potency, µM (doses to about 108 µM), for the others: top-dose activity change, negative = inhibition, most hits filed as inhibitors; 580,000 compounds, 1.1% hits; note: % is set by controls: 0 for no effect and ±100 for the full control effect
Target sequence (P18054 whole entry, looked up): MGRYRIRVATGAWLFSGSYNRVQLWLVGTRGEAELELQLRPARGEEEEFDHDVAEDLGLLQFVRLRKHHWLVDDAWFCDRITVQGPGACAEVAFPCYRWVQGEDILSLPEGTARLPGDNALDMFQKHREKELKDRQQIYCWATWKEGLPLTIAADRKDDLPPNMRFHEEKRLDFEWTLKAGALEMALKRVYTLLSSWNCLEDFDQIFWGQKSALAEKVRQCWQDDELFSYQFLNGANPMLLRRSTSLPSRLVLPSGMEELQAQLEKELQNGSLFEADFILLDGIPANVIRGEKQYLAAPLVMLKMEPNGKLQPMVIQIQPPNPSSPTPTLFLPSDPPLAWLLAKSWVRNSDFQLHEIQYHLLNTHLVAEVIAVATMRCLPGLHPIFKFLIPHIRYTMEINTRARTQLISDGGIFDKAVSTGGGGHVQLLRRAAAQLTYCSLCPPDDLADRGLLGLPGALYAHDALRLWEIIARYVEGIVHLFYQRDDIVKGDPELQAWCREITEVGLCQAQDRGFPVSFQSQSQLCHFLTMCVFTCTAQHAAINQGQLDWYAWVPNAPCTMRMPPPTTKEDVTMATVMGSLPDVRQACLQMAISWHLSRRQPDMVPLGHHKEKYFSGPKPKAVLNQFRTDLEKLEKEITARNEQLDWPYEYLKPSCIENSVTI
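Purified human 12hLO at 150 nM in 25 mM Hepes, 0.01% Triton X-100, pH 7.0, preincubated 15 min at room temperature with compound. Reaction started with 40 uM arachidonic acid, 30 min at room temperature. Hydroperoxide measured by Fe-xylenol orange, 573/405 nm absorbance ratio.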
Pin1 inh – blocks the human prolyl isomerase Pin1; Q13526; Pin1 FP peptide displacement, HiFluor488, 10 min; Potency, µM (titrated, usually from 115 µM), for inactives: at the top dose activity, negative = inhibition, usual class: inhibitors; 390,000 compounds, 0.009% hits; active = well fitted inhibition curve with a large enough effect in the polarisation, with a control signal flat, not every such curve was filed as active; inconclusive = small, poorly fitted or top-dose-only effect, or effect the other way, or a change in a side signal; inactive = no such curve, though single readings can be large or run the other way; the % refers to the polarisation; note: % is set by controls: 0 for no effect and ±100 for the full control effect
Target sequence (Q13526 whole entry, looked up): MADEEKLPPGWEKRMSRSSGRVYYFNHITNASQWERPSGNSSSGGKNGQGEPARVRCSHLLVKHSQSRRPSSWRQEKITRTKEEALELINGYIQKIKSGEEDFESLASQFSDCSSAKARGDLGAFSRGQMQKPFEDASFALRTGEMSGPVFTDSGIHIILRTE
HP1b chromo inh – HP1-beta chromodomain-methylated histone interaction inhibition; Potency, µM (top dose mostly 114 µM), for the others: at the top dose activity change, negative = inhibition, most hits filed as inhibitors; 390,000 compounds, 0.56% hits; AlphaScreen HP1-beta / biotin-H3K9me3 peptide binding; note: nearly all actives have a fitted effect of over 70% in size; inactives centre near 23
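AlphaScreen: HP1-beta (50 nM) preformed 30 min with biotin-H3(1-18)K9me3 peptide (50 nM) in PBS pH 7.4, 0.01% Tween-20. Compound added for 30 min at RT, then streptavidin donor/nickel chelate acceptor beads (10 ug/mL) for 30 min.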
An asterisk follows results filed as active; i = inactive; ? = inconclusive; nt = not tested or not shown; [ ] = another dose, or the depositor's remark. Unless noted, calls come from the whole dose curve; as a rule, active = well fitted curve in the direction sought with a large enough effect; inconclusive = small, poorly fitted or top-dose-only effect, or another doubt; inactive = no such curve, though single readings can be large; an effect the other way counts as inactive or inconclusive. Potency is the fitted concentration of half-maximal effect. A portion of the library. The share of hits here may be higher or lower than overall.

SMILES	rTrxR1 inhibitor	ERG Ets-DNA blk	GLS inh	JMJD2A Tudor inh	RGS4 inh	Tb PGK inh	ALOX12 inh	Pin1 inh	HP1b chromo inh
Cc1cc(C)c(S(=O)(=O)N2CCCOC2CNC(=O)C(=O)NCCCn2ccnc2)c(C)c1 (configuration not stated)	3.7%	-4.5%	-2.5%	0.7%	4.1%	-6.9%	-2.6%	-0.2%	19.6%
COc1ccc(NC(=O)C(c2ccc(OC)cc2)N(C)C(=O)CC2NC(=O)NC2=O)cc1 (configuration not stated)	1.1%	4.2%	0.9%	-17.2%	-12.8%	i	-11.1%	10.5%	27.2%
CCc1ccc(CN2CCCC(CCC(=O)N3CCN(c4ccccn4)CC3)C2)o1 (configuration not stated)	-5.1%	-4.2%	-3.2%	-7.8%	-12.9%	-8.0%	-0.6%	-0.5%	29.4%
Cc1ccc(NCCCCO)cc1C	20.6%[57.1 µM]	-0.1%	-11.8%	-18.2%	-18.2%	5.3%	-14.5%	-0.3%	?
O=C(NC1CCCC1)C(c1ccccc1F)N(C(=O)Cc1cccs1)c1ccc2c(c1)OCCO2 (configuration not stated)	-4.6%	-0.8%	-5.6%	-17.9%	4.4%[11.4 µM]	i	-0.6%	17.9%	-8.2%
O=C1OC(c2ccc3c(c2)OCO3)=N/C1=C\c1ccc(C(=O)O)cc1	-4.7%	4.0%	?	-19.7%	10.5%	-15.8%	-13.7%	nt	4.4%
CCOc1ccc2nc(SCC(=O)N(C)C3CCS(=O)(=O)C3)[nH]c2c1 (configuration not stated)	-2.9%	-4.4%	8.6%	-9.2%[57.1 µM]	7.4%	-9.0%	?	-1.7%	45.1%[activator]
Cc1ccc(N2Cc3ccccc3C2=O)cc1	5.1%	6.6%	-4.7%	-7.5%	-12.0%	-21.8%	-6.1%	9.7%	30.5%
Cc1occc1-c1nnc(SCC(=O)N2CCN(c3ccc(F)cc3)CC2)n1C	-12.0%	6.4%	71.1%[activator]	-17.7%	8.1%	-8.4%	0.0%	1.1%	22.5%
O=C(Nc1ccccc1N1CCCC1)c1cc(Cl)ccc1Cl	3.7%	-3.0%	8.0%	-14.3%	-21.9%	-2.0%	-11.7%	4.7%	22.9%
COc1cccc(-n2nc(C(=O)O)c3ccccc3c2=O)c1	10.5%	nt	-2.2%	-21.5%	-26.6%	1.9%	-29.1%	-0.4%	27.3%
Cc1ccc(C)c(C(=O)COC(=O)CN2C(=O)C3C4CCC(C4)C3C2=O)c1 (configuration not stated)	-3.8%	-2.6%	10.0%	-10.6%	19.4%	9.3%	1.7%	-5.6%	12.3%
Cc1oc(-c2ccoc2)nc1CN(CC1CCC(=O)N1)C(C)C (configuration not stated)	-13.5%	-1.3%	2.6%	-9.2%	-6.2%	5.4%	0.0%	4.1%	28.9%
Cc1cc(C)nc(/N=C(\N)Nc2ccc(C(C)C)cc2)n1	30.8%[activator][57.1 µM]	-2.9%	0.0%	-14.1%	-10.2%	-1.6%	?	-5.7%	16.9%
Cn1cccc1Cc1nnc(SCC(=O)Nc2ccccc2)n1-c1ccc(F)cc1	-18.0%[57.1 µM]	5.6%	3.3%	?	-38.2%	i	451.2%[activator]	11.7%	35.7%
O=C(c1ccccn1)N(Cc1ccco1)C1(C(=O)NC2CCCC2)CCCCC1	10.2%[57.1 µM]	0.1%	0.8%	-19.7%[57.1 µM]	7.8%[11.4 µM]	-9.3%	0.0%	7.4%	40.7%[activator]
COC(=O)c1cccc(NC(=O)CSc2ncn[nH]2)c1	5.0%[57.1 µM]	-1.9%	-6.5%	15.8%	14.6%	-1.2%	16.1%	0.1%	20.4%
COc1ccc(Cn2c(C)nnc2-c2cnn(C)c2N)cc1	38.9%[activator]	2.3%	19.6%	-12.0%	20.1%	1.9%	7.6%	-7.3%	28.8%
Nc1cc(-c2cccc(F)c2)nn1S(=O)(=O)c1cccc2nsnc12	17.8%	-11.2%	-0.4%	?	-14.2%	-8.1%	16.1%	-7.4%	0.3%
CCNC(=O)c1ccc(-n2nc(C)cc2-c2ccccc2)cc1	12.7%[57.1 µM]	-12.3%	-1.3%	-13.4%[57.1 µM]	14.2%[11.4 µM]	-8.6%	7.7%	-2.1%	38.1%
COCCCNC(=O)c1ccccc1NS(=O)(=O)c1ccc(C)cc1	5.6%	-11.0%	1.1%	-8.6%	1.2%	-9.8%	-6.5%	2.4%	38.9%
O=C(N/N=C\c1ccc(Cl)cc1Cl)c1sccc1-n1cccc1	13.0%[57.1 µM]	-5.9%	16.1%	?	-3.9%	i	164.5%[activator]	7.8%	-16.7%
CCOC(=O)c1ccc(N2Cc3ccccc3C2=NC(=O)c2ccncc2)cc1	24.8%	10.5%	-1.2%	-2.1%	2.4%	-8.9%	-14.3%	7.9%	46.5%[activator]
O=C(NCCc1ccccc1)c1c(F)cccc1F	-0.5%[57.1 µM]	-3.4%	-4.1%	-1.4%	10.5%	5.7%	?	1.4%	46.7%[activator]
Cc1cnc(NC(=O)CCc2ccccc2)s1	14.0%	15.7%	-2.9%	-15.0%	4.0%	-2.1%	3.0%	-8.7%	17.3%
CC(=O)NC1=NN(c2ccccc2)C(=O)C1	17.8%	-21.5%	-3.7%	-1.4%	-6.9%	-8.9%	0.0%	2.9%	54.2%[activator]
CCCc1nc2ccccc2c(=O)n1-c1ccc(C(=O)OCC)cc1	19.3%[57.1 µM]	12.4%	5.3%	2.9%	-5.3%	i	-9.1%	-1.1%	18.6%
COC(=O)c1ccsc1NC(=O)c1ccco1	7.8%	12.4%	3.1%	-12.2%	13.1%	-10.3%	20.9%	-1.1%	34.7%
CCN1C(=O)/C(=C/C=C2\C=CN(CC)c3ccccc32)SC1=S	-14.3%	nt	-6.0%	?	-25.8%	-18.5%	?	-0.2%	3.55µM*
O=C(Cn1cc(SCc2ccc(F)cc2)c2ccccc21)N1CCOCC1	2.1%	nt	2.7%	-20.8%	-45.7%	-2.2%	-22.4%	-0.7%	43.2%[activator]
O=C(COC(=O)c1ccc(Cl)cc1O)NC(=O)C1CCCCC1	40.6%[activator][57.1 µM]	-3.3%	1.2%	6.4%	-9.7%	9.3%	-3.0%	3.5%	21.1%
CCN(CC)S(=O)(=O)c1ccc(NN=C2CCN(C(C)C)CC2)c([N+](=O)[O-])c1	4.7%	5.0%	8.9%	?	9.8%	-12.0%	?	-3.9%	-27.9%
COc1cc(OC)c(OC)cc1CNC(=O)c1cc(S(=O)(=O)N(C)c2ccccc2OC)ccc1C	19.7%	-1.4%	5.4%	-34.2%	10.3%	-1.1%	?	4.2%	5.9%
CC(C)[C@H](NS(=O)(=O)c1ccccc1)C(=O)OCn1nnc2ccccc2c1=O	12.8%[11.4 µM]	3.5%	-4.3%	-18.2%	-7.9%	i	-8.4%	-5.2%	27.1%
O=C(c1ccc2c(c1)OCO2)C1CCCN(C(=O)Nc2ccc(F)cc2F)C1 (configuration not stated)	21.3%	9.3%	-5.6%	-3.9%	-8.1%	i	3.3%	2.3%	65.9%[activator]
Nc1ccc(C(=O)NCCCCCCNC(=O)c2ccc(N)cc2)cc1	7.0%	1.2%	1.9%	-2.5%	13.2%	-10.3%	0.0%	-10.9%	21.2%
O=C(Cn1ccn(-c2cccc(Cl)c2)c(=O)c1=O)c1ccc(F)cc1	7.8%	-4.8%	-4.7%	1.3%	2.7%	-7.9%	-27.2%	-2.7%	27.9%
CC(=O)Oc1ccc(C(=O)Nc2cc(C)ccc2NC(=O)COc2ccccc2)cc1	8.1%	-1.1%	3.5%	-14.6%	10.7%	1.1%	1.5%	-2.2%	21.7%
CCc1ccc(NS(=O)(=O)c2cc3c(cc2C)n(C)c(=O)c(=O)n3C)cc1	3.7%	-3.3%	7.0%	-15.0%	-13.3%	-5.7%	311.7%[activator]	1.1%	43.3%[activator]
COc1ccc(-c2c(-c3ccc4c(c3)OCO4)noc2C)cn1	-8.8%[57.1 µM]	13.4%	0.5%	-2.1%	-6.7%	-4.8%	9.3%	5.4%	16.3%
COc1cnn(-c2ccc(C)cc2)c(=O)c1SCc1ccccc1	15.0%	-12.1%	6.1%	0.3%	23.1%	-6.9%	-4.8%	-2.5%	30.2%
CC1CCCN(S(=O)(=O)c2ccc3c(c2)n(C)c(=O)c(=O)n3C)C1 (configuration not stated)	8.0%	-0.7%	-5.4%	-11.3%	17.8%	-1.4%	26.2%	-0.3%	16.8%
COC(=O)[C@@H]1C[C@@]2(O)[C@H](O)[C@H](O)[C@H](O)C[C@H]2N1Cc1ccc(C)s1	5.5%	-1.0%	-3.5%	-7.8%	5.0%	9.4%	-5.2%	-7.3%	28.6%
Cc1ccc(SCC(=O)OCC(=O)N(C)CC(=O)Nc2ccc(F)cc2)cc1	15.3%	-5.6%	9.0%	-16.3%	8.1%	6.4%	-7.1%	-0.1%	4.5%
N#C/C(=C\C1=C(N2CCOCC2)C(=C\c2ccc(Cl)cc2)/CC1)C(=O)Nc1ccccc1F	-17.7%	-1.8%	-2.8%	-30.8%	-21.5%	-8.0%	?	?	?
O=C(CC1(O)C(=O)c2ccccc2C1=O)c1ccccc1	11.5%	6.3%	-4.5%	-12.6%	-12.6%	-9.0%	-6.7%	1.8%	39.9%[activator]
